# TRHR ag: qHTS for Small Molecule Agonists and Allosteric Enhancers of Human TRH Receptor: Primary Screen for Agonists; Thyrotropin-releasing hormone receptor (Homo sapiens), P34981; actives 0.18% (n = 360,000); activation, % at 2 µM; AID 493084, 2011; TRHR cells, calcium flux fluo-8, FDSS agonist mode; in the data active = activation above about 30%; also: 0% is about no effect
# Target sequence (P34981 whole entry, looked up): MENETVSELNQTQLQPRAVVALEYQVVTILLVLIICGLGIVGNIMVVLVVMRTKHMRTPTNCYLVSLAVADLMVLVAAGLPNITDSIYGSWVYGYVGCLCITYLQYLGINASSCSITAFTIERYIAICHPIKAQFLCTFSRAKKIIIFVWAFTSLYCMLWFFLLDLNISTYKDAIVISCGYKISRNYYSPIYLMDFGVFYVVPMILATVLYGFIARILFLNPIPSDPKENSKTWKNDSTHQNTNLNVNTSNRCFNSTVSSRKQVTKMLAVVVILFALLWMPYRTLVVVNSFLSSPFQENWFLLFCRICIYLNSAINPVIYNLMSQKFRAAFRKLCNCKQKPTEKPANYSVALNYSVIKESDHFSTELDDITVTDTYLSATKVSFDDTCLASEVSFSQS
#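 Agonist-mode FDSS calcium read (Ex 480/Em 530, 1 s cycles) in 1536-well TRHR cells with fluo-8 dye, after 10-cycle baseline and 23 nL compound addition; TRH at EC20 (10 nM final) added afterwards for the enhancer phase.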
# APEX1 inh: qHTS Assay for Inhibitors of the Human Apurinic/apyrimidinic Endonuclease 1 (APE1); recombinant APE1, TAMRA/BHQ-2 abasic DNA cleavage fluorescence; Potency, µM (titrated, usually from 65.8 µM), for inactives: at the top dose activity change, negative = inhibition, usual class: inhibitors; actives 0.35% (n = 350,000); AID 2517, 2012;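 also: potency is read from the fitted curve at half-maximal effect; plate controls were vehicle for no effect and reference inhibitor for full effect; nearly all actives have a fitted effect of over 55% in size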
#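 Quantitative HTS: incision of a TAMRA/BHQ-2 double-stranded substrate bearing a tetrahydrofuran abasic site by 0.75 nM APE1 raises fluorescence. Substrate 50 nM final, added after 15 min compound preincubation at room temperature; progress as third-minus-first kinetic read difference.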
# Anesthetic bind: qHTS Assay for Identification of Novel General Anesthetics; apoferritin/1-aminoanthracene competitive binding, fluorescence; Potency, µM (top dose mostly 77.5 µM), for inactives: at the top dose activity change, negative = displacement, actives largely listed as inhibitors; actives 0.074% (n = 350,000); AID 485281, 2010; also: potency is read from the fitted curve at half-maximal effect; % is scaled to controls: 0 for no effect and ±100 for the full control effect; nearly all actives have a fitted effect of over 20% in size
# Target sequence (P02791 2-175 limits assumed): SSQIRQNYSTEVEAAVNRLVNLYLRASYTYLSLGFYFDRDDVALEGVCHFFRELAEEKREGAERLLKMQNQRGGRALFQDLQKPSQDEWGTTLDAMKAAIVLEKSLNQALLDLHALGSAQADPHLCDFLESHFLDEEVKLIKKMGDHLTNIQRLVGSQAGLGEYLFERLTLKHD
#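 Horse-spleen apoferritin (10 uM) in 50% saturated 1-aminoanthracene in PBS was incubated 10 min at room temperature with compound. Fluorescence (ex 380, em 535 nm) was normalized to free and bound 1-AMA, with concentration-response fitted by a four-parameter Hill equation.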
# ALOX12 inh: Primary qHTS assay for inhibitors of human arachidonate 12S-lipoxygenase (ALOX12): Round 2; Polyunsaturated fatty acid lipoxygenase ALOX12 (Homo sapiens), P18054; purified 12hLO, xylenol orange hydroperoxide absorbance; Potency, µM (series often up to 108 µM), without a hit: at the highest dose activity change, negative = inhibition, hits mostly inhibitors; actives 1.1% (n = 580,000); AID 1671190, 2021; also: potency is read from the fitted curve at half-maximal effect; % is scaled to controls: 0 for no effect and ±100 for the full control effect
#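 Hydroperoxide product was detected by ferrous iron/xylenol orange as the 573 to 405 nm absorbance ratio. Arachidonic acid at 40 uM (final) was turned over for 30 min at room temperature by 150 nM human 12hLO, pH 7.0 Hepes buffer, after 15 min compound preincubation.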
# POLI inh: qHTS for Inhibitors of Polymerase Iota; Pol iota fluorescent replication assay, 10 min; Potency, µM (series often up to 115 µM), for inactives: top-dose activity, negative = inhibition, hits mostly inhibitors; actives 1% (n = 390,000); also: potency is read from the fitted curve at half-maximal effect
#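 Pol iota at 10 nM preincubated 15 min with compounds at room temperature; reaction started with fluorescent substrate, 50 nM final. Fluorescence read kinetically at 0 and 10 min; buffer-only wells as negative control.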
# BLM helicase inh: qHTS Assay for Inhibitors of Bloom's syndrome helicase (BLM); RecQ-like DNA helicase BLM (Homo sapiens), P54132; recombinant BLM DNA unwinding, fluorescence dequenching; Potency, µM (highest dose often 56.1 µM), inactives show at the top dose activity change, negative = inhibition, hits mostly inhibitors; actives 0.2% (n = 350,000); AID 2528, 2010;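 also: potency is read from the fitted curve at half-maximal effect; plate controls were vehicle for no effect and no enzyme for full effect; nearly all actives have a fitted effect of over 35% in size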
# Pol kappa inh: qHTS for Inhibitors of Polymerase Kappa; purified Pol kappa, fluorescent DNA synthesis assay, 10 min; actives 0.53% (n = 400,000); Potency, µM (doses to about 107 µM), for the others: at the highest dose activity, negative = inhibition, most hits filed as inhibitors; AID 588579, 2011; also: potency is read from the fitted curve at half-maximal effect; % is scaled to controls: 0 for no effect and ±100 for the full control effect
#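 10 nM Pol kappa preincubated 15 min at room temperature with compounds, then reaction started with substrate at 50 nM final. Fluorescence read kinetically at 0 and 10 min; buffer-only wells served as negative control.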
# ERG Ets-DNA blk: qHTS for Small Molecule Inhibitors of the ERG Ets/DNA interaction. AID 624246, 2012. Transcriptional regulator ERG (Homo sapiens), P11308. actives 0.028% (n = 370,000). Potency, µM (top dose mostly 76.9 µM), for the others: top-dose FP activity, negative = inhibition, actives largely listed as inhibitors. fluorescence polarization, His-ERG Ets domain / labelled DNA; active = well fitted inhibition curve with a large enough effect in the polarisation, with a control signal flat; inconclusive = small, poorly fitted or top-dose-only effect, or effect the other way, or a change in a side signal; inactive = no such curve, though single readings can be large or run the other way; the % refers to the polarisation;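 also: polarization taken with two DNA probes labelled with fluorescein and Texas red; potency is read from the fitted curve at half-maximal effect; % of control where 0% means no effect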
# Target sequence (P11308 whole entry, looked up, the tested form may be a part): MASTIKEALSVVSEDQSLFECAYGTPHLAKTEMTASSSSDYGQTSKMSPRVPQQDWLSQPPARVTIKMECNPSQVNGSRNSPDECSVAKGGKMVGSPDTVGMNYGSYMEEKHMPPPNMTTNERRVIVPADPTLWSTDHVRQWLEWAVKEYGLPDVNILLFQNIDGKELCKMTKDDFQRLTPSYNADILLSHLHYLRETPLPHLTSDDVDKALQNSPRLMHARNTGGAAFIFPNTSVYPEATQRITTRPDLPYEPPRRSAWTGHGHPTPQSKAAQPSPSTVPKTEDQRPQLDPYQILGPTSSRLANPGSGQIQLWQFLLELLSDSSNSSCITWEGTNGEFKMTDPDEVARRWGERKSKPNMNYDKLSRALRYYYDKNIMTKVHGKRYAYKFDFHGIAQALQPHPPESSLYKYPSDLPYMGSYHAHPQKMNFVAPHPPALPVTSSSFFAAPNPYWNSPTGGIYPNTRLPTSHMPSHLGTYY
#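 His-tagged ERG Ets domain (1 uM in the protein solution; 300mM KCl, 50mM Tris-HCl, 1mM EDTA, 1mM DTT, pH 7.5) received compound, then a probe mix of 5 nM fluorescein-DNA and 100nM Texas-615-DNA. Fluorescence polarization was read for both dyes.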
# Pol beta inh: qHTS Assay for Inhibitors of DNA Polymerase Beta | P06746 | Pol beta primer extension/strand displacement, fluorescence kinetic | Potency, µM (titrated, usually from 114 µM), without a hit: at the highest dose activity change, negative = inhibition, most hits filed as inhibitors | actives 1.3% (n = 340,000) | AID 485314, 2010; also: potency is read from the fitted curve at half-maximal effect; % is scaled to controls: 0 for no effect and ±100 for the full control effect
#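 Kinetic readout of DNA synthesis with strand displacement by Pol beta. Compound and 10 nM enzyme sit 15 min at room temperature; 50 nM substrate starts the reaction, read immediately and at 10 min.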
# Numbers without * were called inactive; ? = inconclusive; . = no result given; & = joins results of further samples; [ ] = remark or other dose. Unless noted, calls follow the shape of the dose curve; as a rule, active = well fitted curve in the direction sought with a large enough effect; inconclusive = small, poorly fitted or top-dose-only effect, or another doubt; inactive = no such curve, though single readings can be large; an effect the other way counts as inactive or inconclusive.
no.	smiles	TRHR ag	APEX1 inh	Anesthetic bind	ALOX12 inh	POLI inh	BLM helicase inh	Pol kappa inh	ERG Ets-DNA blk	Pol beta inh
1	COc1ccc(CN2C(=NC(=O)C3CC3)SC3CS(=O)(=O)CC32)cc1OC (stereo not given)	0.7	29%	-9%	0%	-16%	-2%	10%	6%	2%
2	O=C(CN1C(=O)NC2(CCCCC2)C1=O)N1CCN(c2ncccn2)CC1	0.0	31%	.	10%	12%	.	-8%	-10%	.
3	O=C(CSc1nc(-c2ccccc2)cc(C(F)(F)F)n1)NCc1ccco1	-0.8	-2%	-8%	4%	13%	-2%	-4%[60.1 µM]	.	0%
4	O=C(COC(=O)c1ccc(Br)cc1)NC(=O)NCc1ccccc1	0.2	53%[activator]	.	10%	12%	.	-5%	0%	.
5	O=C(COC(=O)c1ccc(S(=O)(=O)N2CCc3ccccc3C2)cc1)NC1CCS(=O)(=O)C1 (stereo not given)	-3.0	0%	0%	-16%	21%	-3%	0%	1%	-7%
6	CCN1CCN(C(=O)c2[nH]c3ccc(OC)cc3c2C)CC1	-0.8	-2%	10%	0%	?	3%	-19%	7%	36%
7	CC1CCN(CCOc2cc(Cl)ccc2Cl)CC1	-0.7	23%	-23%	?	2%	4%	-4%	17%	13%
8	Cc1ccccc1Nc1nc(N)nc(CSc2nncn2C)n1	0.3	-2%	-1%	-8%	125%[activator]	3%	0%	2%	2%
9	COc1ccc2nc(SC(C)C(=O)NC3CCCC3)[nH]c2c1 (stereo not given)	-0.1	-4%	.	-21%	-20%	.	-4%	4%	.
10	CN(C(=O)CCN1C(=O)/C(=C/c2ccccc2F)SC1=S)C1CCS(=O)(=O)C1 (stereo not given)	-0.3	3%	-1%	-4%	117%[activator]	-5%	-34%	-1%	25%
11	CN(C)S(=O)(=O)c1cc(NC(=O)CNCc2ccc(F)cc2)ccc1Cl	-1.8	14%	-13%	?	-9%	-3%	-2%	-1%	-19%
12	Brc1ccc2ncc(Br)cc2c1	-1.0	-2%	-1%	-5%	136%[activator]	1%	-9%	-1%	2%
13	CC(C)N1C(=O)C2(OCCCO2)c2cc(Br)ccc21	-0.3	14%	-3%	0%	16%	4%	-19%	-20%	-5%
14	Cc1cccnc1NC(=O)C1CCN(S(=O)(=O)c2ccc3c(c2)CCC(=O)N3)CC1	0.4	0%	4%	7%	23%	0%	2%	-4%	-1%
15	COc1ccc2c(c1)[C@H]1[C@H](CO2)[C@H](c2ccccc2)[C@]2(C)C(=O)Nc3ccccc3C(=O)N12	-0.3	-3%	.	-14%	16%	.	-19%	-9%	.
16	CCN(CC(=O)NCCN1CCOCC1)S(=O)(=O)c1ccc(F)cc1	0.3	23%	-5%	-8%	11%	-6%	5%	-8%	16%
17	C=C(C)CNC(=S)N/N=C/c1ccc(N2CCOCC2)cc1	-0.3	11%	167%[activator]	-27%	27%	-1%	3%	-13%	13%
18	O=C1C2Sc3[nH]c(=O)sc3C(c3ccccc3)C2C(=O)N1c1ccccc1 (stereo not given)	-1.0	1%	-8%	?	-1%	2%	-5%	4%	6%
19	Cc1ccc(S(=O)(=O)N2CCOCC2)cc1C(=O)c1nccn1C	0.0	-2%	-4%	12%	77%[activator]	-4%	-8%	2%	-2%
20	CCC(C)Sc1nc2c(c(=O)[nH]1)C(c1cccs1)C1=C(CCCC1=O)N2 (stereo not given)	-0.4	8%	-19%	-27%	?	7%	-42%	19%	25µM*
21	Nc1ncnc2nc(SCc3ccccc3)[nH]c12	-0.2	0%	-19%	?	-3%	-1%	-9%	13%	19%
22	CC(=O)c1ccc(NC(=O)CCc2c(C)nn(-c3ccc(N4CCOCC4)nn3)c2C)cc1	0.2&-0.2	45%[activator]	-8%&2%	6%&-2%	-10%&13%	1%&0%	7%&-14%	-11%&2%	2%&-10%
23	CCCCc1ccc(NC(=O)COc2ccc(C(=O)Nc3ccccc3C)cc2)cc1	1.3	?	1%	.	.	-10%	.	.	14%
24	CCOc1cc2c(C)cc(=O)oc2cc1Cl	.	0%	-5%	3%	?	-1%	-2%	.	18%
25	CCOC(=O)c1c(C)c(C(=O)NCc2ccco2)c(C)n1CC	0.2	30%	-1%	0%	16%	-11%	5%	-10%	-1%

# Sorted by number of heavy atoms (smallest number first): 3 of the compounds above.
no.	smiles	TRHR ag	APEX1 inh	Anesthetic bind	ALOX12 inh	POLI inh	BLM helicase inh	Pol kappa inh	ERG Ets-DNA blk	Pol beta inh
19	Cc1ccc(S(=O)(=O)N2CCOCC2)cc1C(=O)c1nccn1C	0.0	-2%	-4%	12%	77%[activator]	-4%	-8%	2%	-2%
20	CCC(C)Sc1nc2c(c(=O)[nH]1)C(c1cccs1)C1=C(CCCC1=O)N2 (stereo not given)	-0.4	8%	-19%	-27%	?	7%	-42%	19%	25µM*
10	CN(C(=O)CCN1C(=O)/C(=C/c2ccccc2F)SC1=S)C1CCS(=O)(=O)C1 (stereo not given)	-0.3	3%	-1%	-4%	117%[activator]	-5%	-34%	-1%	25%

# The main list resumes; the 5 compounds before the break are reprinted first.
no.	smiles	TRHR ag	APEX1 inh	Anesthetic bind	ALOX12 inh	POLI inh	BLM helicase inh	Pol kappa inh	ERG Ets-DNA blk	Pol beta inh
21	Nc1ncnc2nc(SCc3ccccc3)[nH]c12	-0.2	0%	-19%	?	-3%	-1%	-9%	13%	19%
22	CC(=O)c1ccc(NC(=O)CCc2c(C)nn(-c3ccc(N4CCOCC4)nn3)c2C)cc1	0.2&-0.2	45%[activator]	-8%&2%	6%&-2%	-10%&13%	1%&0%	7%&-14%	-11%&2%	2%&-10%
23	CCCCc1ccc(NC(=O)COc2ccc(C(=O)Nc3ccccc3C)cc2)cc1	1.3	?	1%	.	.	-10%	.	.	14%
24	CCOc1cc2c(C)cc(=O)oc2cc1Cl	.	0%	-5%	3%	?	-1%	-2%	.	18%
25	CCOC(=O)c1c(C)c(C(=O)NCc2ccco2)c(C)n1CC	0.2	30%	-1%	0%	16%	-11%	5%	-10%	-1%
26	Cc1cccc(/C=C2/SC(=O)N(Cc3ccccc3Cl)C2=O)n1	1.3	3%	-14%	14%	27%	1%	-7%	.	3%
27	CCN1C(C)=C(C)S/C1=C1\SC(=S)N(C2CCCCC2)C1=O	-0.1	5%	-3%	-5%	-15%	-8%	3%	13%	1%
28	Cc1cccc(CN2CCN(Cc3ccc4nonc4c3)CC2CCO)n1 (stereo not given)	-0.7	2%	-9%	18%	15%	-4%	-17%	-5%	0%
29	O=C(Cn1c(-c2cccs2)cc2ccccc21)NCCCN1CCN(c2ccc(F)cc2)CC1	-0.6	.	53%[activator]	0%	1%	-4%	-10%	0%	1%
30	CCOc1ccc(-c2cc(C(=O)OC)[nH]n2)cc1	-2.8	-2%	-9%	0%	73%[activator]	-3%	6%	?	-5%
31	CC1(C(=O)O)NCCc2cc(O)c(O)cc21 (stereo not given)	.	5.6µM*	150%[activator]	237%[activator]	.	.	?	.	.
32	CCOc1ccc(CCNC(=O)CCc2nnc3ccc(N4CCCC4)nn23)cc1OCC	-0.6	-7%	-12%	203%[activator]	-1%	1%	14%	-8%	?
33	Cc1ccc(S(=O)(=O)N2CCN(Cc3ccccc3)CC2)c(C)c1NS(C)(=O)=O	1.1	.	-11%	1%	9%	2%	-5%[60.1 µM]	-1%	?
34	Cc1ccc(NS(=O)(=O)c2c(C)nc3sccn3c2=O)cc1C	0.5	5%	-17%	8%[57.4 µM]	21%	-2%	0%	7%	115%
35	NCCc1nnc(SCc2c(Cl)cccc2Cl)o1	0.1	8%	-19%	0%	9%	7%	2%	-1%	56%
36	Cc1ccc(N(CC(=O)NCC2CCCO2)C(=O)CNS(=O)(=O)c2ccc(Cl)cc2)cc1 (stereo not given)	0.2	5%	5%	-10%	29%	-3%	-3%	-13%	?
37	COc1ccc(-c2noc(CSc3nnc(-c4ccc(Cl)cc4)n3C)n2)cc1OC	-0.6	.	-19%	-4%	26%	3%	11%	9%	24%
38	Cc1ccccc1-c1c(C)oc2cc(O)ccc2c1=O	0.3	-3%	54%[activator]	13%	8%	-3%	-11%	.	20%
39	Cc1n(Cc2ccccc2)c2cc([N+](=O)[O-])ccc2[n+]1Cc1ccccc1	0.6	1%	-3%	-7%	11%	3%	5%	-3%	40%
40	Cc1cc(O)c(-c2ccnc3cc(-c4ccccc4)nn23)cc1Cl	-2.4	.	146%[activator]	?	24%	-9%	-14%	0%	-5%
41	Cc1ccc(NC(=O)CC2S/C(=N/c3nccs3)N(C)C2=O)cc1C (stereo not given)	0.4	1%	-9%	0%	0%	-2%	-14%	-9%	1%
42	O=C(O)c1nc(N2CCOCC2)nc(N2CCOCC2)n1	0.3	2%	3%	?	7%	2%	-3%	.	1%
43	Cc1ccc(OCC(=O)N2CCCC(CCC(=O)N(C)CCc3ccccn3)C2)cc1 (stereo not given)	0.3	23%	-5%	-12%	57%[activator]	-1%	5%	2%	7%

# Screens: PubChem, National Center for Advancing Translational Sciences (NCATS)

# Only part of the results is shown; count on the stated rates, not on these rows.
